Assay outcomes (PubChem)
FAK inh: FAK (human) kinase inhibition | Q05397 | biochemical FAK kinase activity assay | inhibition, %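 (tested at 7 µM)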 | hit rate 0.84% among 97,000; in the data active = inhibition above about 19%;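 note: 0% = DMSO and 100% = reference compound high control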
F-actin modifier: alters cytoskeleton assembly in HUVEC cells | hit rate 0.18% among 91,000 | HUVEC TNFa F-actin phalloidin imaging, high content | inhibition, % at 2 µM;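 active = inhibition above the batch mean plus 3 SD and confirmed as a hit by visual image inspection, cut at about 30% in these data, passing the limit was not always enough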; note: strong numbers were not always called active
ERa coact inh: ER-alpha (human) coactivator binding inhibition; inhibition, % at 25.6 µM; AID 629; hit rate 1.7% among 86,000; TR-FRET ER-alpha LBD / SRC-1 peptide, estradiol-bound; P03372; in the data active = inhibition above about 50%;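 note: 0% = receptor plus peptide control and 100% = peptide only without receptor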
LYP act: increases human PTPN22 phosphatase activity; Q9Y2R2; recombinant LYP, DiFMUP fluorescence; 0 = plate median, 100 = signal doubled; activation, % at 2 µM; hit rate 0.11% among 96,000; AID 697;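 active = activation at 2 µM above a set limit, the mean plus 5 SD, cut at about 37% in these data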
Target sequence (Q9Y2R2 whole entry, looked up): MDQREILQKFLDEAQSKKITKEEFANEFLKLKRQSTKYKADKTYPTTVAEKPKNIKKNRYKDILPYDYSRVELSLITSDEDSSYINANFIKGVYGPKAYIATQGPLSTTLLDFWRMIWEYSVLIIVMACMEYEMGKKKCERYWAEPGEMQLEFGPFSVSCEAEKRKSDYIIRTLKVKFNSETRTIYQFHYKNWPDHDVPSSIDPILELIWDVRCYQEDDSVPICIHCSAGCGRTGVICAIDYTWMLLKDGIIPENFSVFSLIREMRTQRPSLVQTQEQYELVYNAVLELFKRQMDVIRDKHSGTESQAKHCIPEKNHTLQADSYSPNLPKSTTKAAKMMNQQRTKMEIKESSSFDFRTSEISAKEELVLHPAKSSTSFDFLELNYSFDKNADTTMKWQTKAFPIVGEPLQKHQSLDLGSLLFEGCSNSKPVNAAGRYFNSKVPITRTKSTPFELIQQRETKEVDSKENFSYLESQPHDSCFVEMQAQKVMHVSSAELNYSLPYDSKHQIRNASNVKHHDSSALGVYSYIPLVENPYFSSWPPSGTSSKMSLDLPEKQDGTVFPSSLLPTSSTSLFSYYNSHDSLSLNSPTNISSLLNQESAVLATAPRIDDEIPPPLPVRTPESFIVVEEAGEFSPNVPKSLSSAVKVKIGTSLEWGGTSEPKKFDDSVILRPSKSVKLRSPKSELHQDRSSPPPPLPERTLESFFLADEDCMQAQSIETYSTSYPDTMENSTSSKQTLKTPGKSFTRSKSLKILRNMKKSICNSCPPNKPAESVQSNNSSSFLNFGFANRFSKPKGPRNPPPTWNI
IL1B cytotox: HUVEC cytotoxicity counter-screen, IL-1B stimulated | hit rate 0.41% among 94,000 | HUVEC cell count loss, Hoechst imaging | AID 845 | cell count reduction, % at 2 µM;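 active = cell count reduction more than 3 SD above the screen-wide mean, cut at about 70% in these data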;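 note: normalized per plate to untreated control cells as the no-loss baseline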
LYP inh 2: blocks human PTPN22 phosphatase activity | Q9Y2R2 | recombinant LYP catalytic domain, DiFMUP fluorescence | inhibition, % at 2 µM | hit rate 0.21% among 96,000;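 active = inhibition at 2 µM at or above a set limit, the screen mean plus 3 SD, cut at about 24% in these data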;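 note: 0% = DMSO with enzyme and 100% = enzyme fully blocked by orthovanadate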
Pyk2 oligo antag: Pyk2 (human) oligomerization antagonism; Q14289; Q293 cells, Pyk2 FERM NanoBiT luminescence; hits give low values; z-score (the deposit names both 25 µM and 10 µM); hit rate 0.83% among 99,000; AID 1347419;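 active = Z-score of -3 or lower, scaled per plate to the spread of control and sample wells; inactive = z-score above -3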;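 note: negative z-score means lost luminescence so less FERM oligomerization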
HUVEC tox TNFa: toxic to HUVEC cells under TNF alpha stimulation | HUVEC TNFalpha-stimulated, Hoechst cell count, imaging | cell count reduction, % at 2 µM | hit rate 0.17% among 93,000;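 active = cell count reduction exceeding the screen mean by over 5 SD, scaled to untreated wells per plate, cut at about 78% in these data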;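 note: cells counted after 24 h of TNF alpha exposure following the 1 h pretreatment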
VCAM1 TNFa inh: reduces TNF alpha induced VCAM1 expression in HUVEC; hit rate 0.48% among 95,000; HUVEC TNFa-induced VCAM-1 immunofluorescence, high-content imaging; AID 802; inhibition, % at 2 µM;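 active = inhibition above the batch mean plus 3 SD, with images confirmed as a hit by eye, cut at about 37% in these data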;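 note: 0% = TNF-stimulated DMSO wells and 100% = unstimulated control wells; not every result past the cut was called active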
An asterisk follows results filed as active; nt = not tested or not shown; [ ] = dose if it differs, or a comment.

Under each structure – FAK inh, F-actin modifier, ERa coact inh, LYP act, IL1B cytotox, LYP inh 2, Pyk2 oligo antag, HUVEC tox TNFa, VCAM1 TNFa inh
1) O=C(O)c1ccc(COc2c(F)c(F)cc(F)c2F)o1
→ 2.9, 1.8, 17.9, 1.2, -3.3, -4.3, 0.46, -23.8, -2.0
2) O=C(Nc1cc(Cl)c(O)c(Cl)c1)C1CCCO1 (configuration not stated)
→ 0.7, -1.9, 16.1[fluorescence artefact?], 6.4, 8.1, -4.4, 1.71, -8.9, 4.9
3) Cc1ccc2nc3ccc(N4CCCC4)nn3c(=O)c2c1
→ 2.8, 5.0, nt, -4.6, 6.9, 3.9, -0.19, -42.6, -4.4
4) CC1CC(C)CN(CCCn2c(=S)[nH]c3ccccc3c2=O)C1 (configuration not stated)
→ -0.5, 2.1, -7.0, 14.4, 32.9, -12.6, 0.93, 3.1, 4.3
5) CCCS(=O)(=O)N1CCCC(C(=O)NCc2ccc(C)cc2)C1 (configuration not stated)
→ -1.8, -3.2, -4.0, -7.6, -12.4, 5.4, 0.15, -18.6, 6.6
6) Cc1c(NC(=O)CCN2C(=O)c3ccccc3C2=O)c(=O)n(-c2ccccc2)n1C
→ 1.8, 12.5, -9.3, 15.2, -15.8, -15.9, -0.06, -31.2, -7.6
7) CCc1nc2ccccc2c(C(=O)OCC(=O)NCCCN2CCCC2=O)c1C
→ -5.9, -21.0, -6.5, 2.5, -12.3, -3.7, 2.61, -7.1, -11.0
8) CN(C)c1cc[n+](CC(=O)Nc2ccc([N+](=O)[O-])cc2Cl)cc1
→ 4.5, 24.2, nt, 2.6, 21.0, 0.1, -0.14, -17.3, 4.9
9) C=CCn1c(COc2ccccc2-c2ccccc2)nnc1SCC(=O)NC(=O)NCc1ccco1
→ 2.1, 10.4, -1.7[fluorescence artefact?], -0.3, -17.4, -1.3, 0.67, -33.3, -5.8
10) COc1ccc(C(=O)COC(=O)[C@H](C)Nc2ccc(C(F)(F)F)cc2[N+](=O)[O-])c(OC)c1
→ 9.9, 10.6, 21.0, -5.1, nt, 2.6, 0.34, -9.9, -7.4
11) COc1ccc(-n2nnnc2SCC(=O)Nc2nnc(C)s2)cc1OC
→ -0.8, -1.3, 9.2, 5.8, 6.5, -5.9, -0.28, -5.6, 18.0
12) COc1ccc(CCNc2oc(COc3ccc(Br)cc3)nc2C#N)cc1OC
→ 3.5, 6.9, 6.3, 5.6, -6.1, -6.5, nt, -47.4, 18.3
13) CCN1CCN(S(=O)(=O)c2cccc3nsnc23)CC1
→ -0.4, 9.9, 1.6, 7.9, 12.9, -5.8, 0.52, -8.9, 11.5
14) O=C(NCc1cccnc1)c1c[nH]c2cc3c(cc2c1=O)OCCO3
→ -1.7, 31.5, 6.2, 5.3, 45.2, -6.4, 0.84, -19.8, 0.4
15) CC(=O)Nc1ccc(S(=O)(=O)Nc2c(C)n(C)n(-c3ccccc3)c2=O)cc1
→ -3.9, 28.2, -5.1, -4.0, 15.8, 3.6, 0.76, -26.2, -1.1
16) CCCc1cc(Nc2c(C)n(C)n(-c3ccccc3)c2=O)n2c(nc3ccccc32)c1C#N
→ 1.1, 6.2, -5.6, -3.0, 47.5, 4.3, -2.59, -12.1, -8.9
17) C=CCSc1nnc2c(n1)OC(c1cccnc1)N(C(C)=O)c1ccccc1-2 (configuration not stated)
→ 2.4, 4.8, 11.9[fluorescence artefact?], -1.4, -15.6, -0.8, 0.21, -15.4, -10.5
18) CCCCSc1nc(SCC(=O)NCc2ccco2)c2c3c(sc2n1)COC(C)(CC)C3 (configuration not stated)
→ -5.9, 29.4, nt, -11.3, 1.7, 15.9, -1.13, -9.8, 17.0
19) CCOC(=O)NC1(NC2CCCCC2)Oc2ccccc2O1
→ 6.0, -16.4, 17.0[fluorescence artefact?], -1.2, -9.4, -1.8, -0.04, -1.4, 1.8
20) C=C(C)COc1ccc2c(C)c(CC(=O)OC)c(=O)oc2c1C
→ 0.6, -18.6, -3.1, 2.5, -15.9, -4.7, -2.28, nt, -0.8

Brought forward from above: 2 entries, followed by the next part.
Under each structure – FAK inh, F-actin modifier, ERa coact inh, LYP act, IL1B cytotox, LYP inh 2, Pyk2 oligo antag, HUVEC tox TNFa, VCAM1 TNFa inh
19) CCOC(=O)NC1(NC2CCCCC2)Oc2ccccc2O1
→ 6.0, -16.4, 17.0[fluorescence artefact?], -1.2, -9.4, -1.8, -0.04, -1.4, 1.8
20) C=C(C)COc1ccc2c(C)c(CC(=O)OC)c(=O)oc2c1C
→ 0.6, -18.6, -3.1, 2.5, -15.9, -4.7, -2.28, nt, -0.8
21) CN(C)c1nc(Nc2ccc(Cl)cc2)nc(OCC#N)n1
→ -1.9, 13.5, -0.3, 8.3, -15.2, -5.0, -2.43, -13.8, 28.2
22) COc1ccc(S(=O)(=O)Nc2cc3c4c(oc3c3ccccc23)CC(C)(C)CC4=O)cc1
→ -0.9, 38.5, 10.4, -1.8, -3.4, 3.5, -2.11, 16.7, 14.8
23) CCCS(=O)(=O)N1CCCC(C(=O)NCc2cccnc2)C1 (configuration not stated)
→ -0.3, 15.2, 18.8, -5.2, -58.6, 4.3, 0.24, -31.3, -7.3
24) Cc1cc(C(C)(C)C)ccc1OCCN(C)C
→ -0.5, 23.8, -6.8, 10.1, 1.1, -12.2, -1.18, -25.6, -3.1
25) Cc1cc(Oc2ccc(Cl)cc2)nc(-c2ccccc2O)n1
→ 3.4, -8.3, -28.6, 0.3, -36.5, -6.1, 0.83, 14.6, -8.9
26) O=C(NCc1ccccc1)N1CCC(c2nc3ccccc3[nH]2)CC1
→ 0.6, -13.6, -7.0, -2.3, -24.4, 0.1, 0.76, -7.4, 4.5
27) Cc1occc1-c1nnc(SCC(=O)Nc2nccs2)n1CCc1ccccc1
→ 0.6, -9.8, -0.3, 10.0, 11.5, -12.1, nt, 11.6, 9.6
28) O=C(c1cc(-c2ccccc2)on1)N1CCCC1
→ 4.4, 17.9, -6.3, -0.4, -5.0, -3.4, -0.57, -33.1, -0.7
29) Cn1c(SCC(=O)N2CCN(c3cccc(Cl)c3)CC2)nnc1-c1ccncc1
→ -0.9, 10.3, 1.4, -2.9, -5.3, 5.3, 0.29, -9.7, 8.1
30) CCCCCCc1nc2ccccc2c(=O)n1NC(=O)c1c(O)c2cccc3c2n(c1=O)CC3
→ 0.1, -5.0, 11.8, -12.9, -23.4, 12.5, nt, -29.8, -17.9
31) Cc1nc(NC(=O)CSc2nnnn2Cc2ccccc2)sc1C
→ 0.2, 2.3, -20.4, 0.6, 2.2, -2.8, -0.99, 6.5, 17.7
32) c1ccc(NC2=NCCCCS2)cc1
→ -1.9, 4.2, -4.4, 15.6, -36.1, -19.0, 0.15, 1.9, 13.9
33) CC(NC(=O)c1ccncc1)C(c1cccs1)N1CCOCC1 (configuration not stated)
→ -4.4, -14.7, -26.2, 2.4, -0.6, -8.3, 1.12, -3.8, 0.6
34) Cc1cccnc1NC(=O)C(C)Oc1ccccc1 (configuration not stated)
→ -1.9, 4.2, 22.3, -0.9, 65.0, 3.5, 0.04, 3.8, 15.5
35) N#C/C(=C/c1ccc(C(=O)O)cc1)C(=O)NCc1ccccc1
→ -5.6, -32.9, nt, 3.9, -20.2, 2.4, 0.1, -33.3, 17.6
36) O=C(COC(=O)c1ccc(S(=O)(=O)N2CCOCC2)cc1)Nc1nc(-c2ccccc2)cs1
→ -6.1, -12.9, 25.8[fluorescence artefact?], -0.4, -16.8, 3.6, 0.4, -21.8, -0.9
37) CCc1nc(C)ccc1OCC(=O)O
→ 0.3, 4.8, -4.4, -6.7, -18.4, 3.4, 0.59, -13.7, -0.2
38) COc1cc2c(cc1OC)CN(C(=O)CSc1nnc(C)s1)CC2
→ -0.7, 2.6, -10.9, 3.3, -48.7, -8.7, -0.13, -21.0, 16.3
39) COc1ccc(Cl)cc1NC(=O)CN1CCC(n2nnc3cc(C)ccc32)CC1
→ 0.5, -3.2, 4.5, 5.9, -14.6, -9.4, -1.9, -19.2, 3.9
40) O=C(c1cccc(S(=O)(=O)N2CCCCC2)c1)N1CCOCC1
→ -4.8, 6.5, -6.5, 6.8, -3.0, -7.6, 0.41, -17.0, -3.8
41) COc1ccc([N+](=O)[O-])cc1NCc1ccccc1C
→ 7.3, 11.0, nt, -8.8, -2.6, 6.5, -0.41, -3.8, 9.7
42) O=C(O)CCC(=O)Nc1ccccc1N1CCOCC1
→ 1.0, -6.0, -5.0[fluorescence artefact?], -4.1, 2.0, 0.1, 0.3, 10.2, -14.6
43) CCN(c1ccc(NC(=O)COC(=O)c2ccc(C)c(S(=O)(=O)N3CCOCC3)c2)cc1)C(C)C
→ 1.3, -4.4, nt, -5.5, -1.0, 2.6, -1.54, -4.9, -18.0
44) NC(=O)c1ccc(F)cc1
→ 3.5, nt, -4.3, -2.0, nt, 0.9, -0.44, nt, nt
45) O=C(CN(C(=O)c1ccc2c(c1)OCCO2)c1ccccc1)NCC1CCCO1 (configuration not stated)
→ -1.9, 18.8, 3.1, -4.2, 2.4, 4.7, 0.13, -20.7, -1.6
46) CCN(CC)S(=O)(=O)c1cccc(C(=O)Nc2ccc(Cl)cn2)c1
→ 7.4, 25.4, 3.7, -1.2, -0.5, -1.1, -0.63, -7.6, 8.5
47) Nc1c(S(=O)(=O)c2cccs2)c2nc3ccccc3nc2n1Cc1ccc2c(c1)OCO2
→ 3.4, 17.0, -1.3, 5.5, -44.2, -6.1, -1.67, -2.9, -2.9
48) Cc1ccc(NC(=O)C2(S(=O)(=O)c3ccc(C)cc3)CC2)cc1
→ 0.5, 7.7, -4.8, 11.2, -57.4, -14.3, -0.57, -21.7, 4.1
49) COc1ccc(-c2sc(NC(=O)c3ccc(C)cc3)nc2-c2ccc([N+](=O)[O-])cc2)cc1
→ -3.3, 9.1, nt, -0.8, -27.0, 3.2, -0.87, -8.2, -24.1
50) C=CCn1cc(-c2cccc(Cl)c2)cc(C#N)c1=O
→ 0.2, -1.3, 9.0[fluorescence artefact?], 3.1, nt, -3.7, 0.34, -10.6, -9.6
51) COC(=O)c1cnn2c3c(c(C)nc12)CCCC3
→ 5.1, 12.2, -2.0, 5.3, -24.9, -7.5, -0.15, -15.7, -9.8
52) CCOC(=O)Cn1c(Br)nc2c1c(=O)[nH]c(=O)n2C
→ -0.3, -31.2, 0.0, 0.8, 20.4, 2.1, -0.79, 13.4, 6.2
53) CCOc1cc(CN2CCN(c3cccc(C(F)(F)F)c3)CC2)ccc1OC
→ 1.5, 6.5, 4.4[fluorescence artefact?], -7.5, -5.2, 9.5, -0.74, -33.0, 0.8
54) Cc1ccc(N(C(=O)C2CCCC2)C2C=CS(=O)(=O)C2)cc1 (configuration not stated)
→ 1.1, 17.8, 13.6[fluorescence artefact?], -0.7, 3.0, 4.4, 0.19, -2.0, 15.7
55) O=C(Nc1ccc(Br)c(Cl)c1)C1CC1
→ 1.4, -12.0, 7.3, 2.2, -11.6, -5.2, -0.61, -21.2, 9.5
56) CCC(=O)Nc1cc2c(cc1C(=O)c1ccccc1)OCCO2
→ 1.3, 25.7, nt, 10.1, -38.0, -12.9, -0.05, -14.9, 11.0
